# D1 agonist – Allosteric Agonists of the Human D1 Dopamine Receptor: qHTS; activation, % at 2 µM; HEK293 T-REx D1 cells, calcium flux, agonist mode; AID 504660, 2011; 360,000 compounds, 1% hits; note: 0% is about no effect
# Target sequence (P21728 whole entry, looked up): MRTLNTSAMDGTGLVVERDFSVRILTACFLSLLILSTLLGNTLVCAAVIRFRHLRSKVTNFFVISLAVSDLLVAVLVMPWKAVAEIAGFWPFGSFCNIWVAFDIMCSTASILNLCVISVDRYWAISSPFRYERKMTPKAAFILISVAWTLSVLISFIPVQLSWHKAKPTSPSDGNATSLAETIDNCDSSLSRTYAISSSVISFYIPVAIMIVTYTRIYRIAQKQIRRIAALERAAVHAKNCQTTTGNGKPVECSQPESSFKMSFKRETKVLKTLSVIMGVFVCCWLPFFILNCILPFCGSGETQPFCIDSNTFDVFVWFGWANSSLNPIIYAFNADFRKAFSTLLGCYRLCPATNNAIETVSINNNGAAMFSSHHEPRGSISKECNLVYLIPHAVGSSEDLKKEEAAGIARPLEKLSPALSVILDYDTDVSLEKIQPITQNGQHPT
#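 Agonism was scored from calcium flux recorded over 180 s (1 read/s) after pintool compound addition, following a 10-cycle baseline. Cells were inducible force-coupled HEK293 TREx D1, plated overnight at 30 C and loaded with no-wash calcium dye.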
# D2 agonist – HTS Assay for Allosteric Agonists of the Human D2 Dopamine Receptor: Primary Screen for Agonists | D(2) dopamine receptor (Homo sapiens), P14416 | HEK293 T-REx D2 cells, calcium flux agonist mode | activation, % at 2 µM | 340,000 compounds, 0.53% hits;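 active = activation over 3 SD above normal in the single-dose calcium agonist read, cut at about 30% in these data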; note: 0% is about no effect
#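 Tetracycline-induced HEK293 Trex cells with D2 receptor force-coupled to calcium signaling, plated overnight at 30 C and loaded with no-wash calcium dye. Calcium flux read kinetically for 180 s after compound addition; responses flag agonists.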
# RXFP1 antagonist – qHTS Assay for Antagonists of the Relaxin Receptor RXFP1. activity change, negative = inhibition, % at 57.5 µM. HEK293-RXFP1, relaxin-stimulated cAMP HTRF, 30 min; hits give low values. 350,000 compounds, 0.59% hits. Relaxin receptor 1 (Homo sapiens), Q9HBX9;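 active = activity change of -60% or lower, but not beyond a set lower limit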; note: % is set by controls: 0 for no effect and ±100 for the full control effect
# D1 PAM – Potentiators of Human D1 Dopamine Receptor: qHTS | potentiation, % at 10 µM | AID 504651, 2011 | HEK293 TREx D1 cells, calcium flux, dopamine EC20 potentiation | D(1A) dopamine receptor (Homo sapiens), P21728 | 360,000 compounds, 0.036% hits; in the data active = potentiation above about 30%; note: 0% is about no effect
# D1 antagonist – Antagonist of Human D 1 Dopamine Receptor: qHTS. D(1A) dopamine receptor (Homo sapiens), P21728. HEK293 TREx D1 cells, calcium flux, dopamine EC80; hits give low values. activity change, negative = inhibition, % at 10 µM. 360,000 compounds, 3.2% hits. AID 504652, 2011; in the data active = activity change below about -30%; note: % is set by controls: 0 for no effect and ±100 for the full control effect
#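 Cells carrying a force-coupled, tetracycline-inducible human D1 receptor report calcium flux. Each well gets a 10 s baseline, compound with 180 s monitoring, then an EC80 dopamine stimulus with a second 180 s kinetic read.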
# TRHR PAM – qHTS for Small Molecule Agonists and Allosteric Enhancers of Human TRH Receptor: Primary Screen for Enhancers. Thyrotropin-releasing hormone receptor (Homo sapiens), P34981. TRHR cells, fluo-8 calcium fluorescence, EC20 TRH enhancement. enhancement, % at 2 µM. 360,000 compounds, 0.66% hits. AID 493056, 2011; in the data active = enhancement above about 30%; note: 0% is about no effect
# Target sequence (P34981 whole entry, looked up): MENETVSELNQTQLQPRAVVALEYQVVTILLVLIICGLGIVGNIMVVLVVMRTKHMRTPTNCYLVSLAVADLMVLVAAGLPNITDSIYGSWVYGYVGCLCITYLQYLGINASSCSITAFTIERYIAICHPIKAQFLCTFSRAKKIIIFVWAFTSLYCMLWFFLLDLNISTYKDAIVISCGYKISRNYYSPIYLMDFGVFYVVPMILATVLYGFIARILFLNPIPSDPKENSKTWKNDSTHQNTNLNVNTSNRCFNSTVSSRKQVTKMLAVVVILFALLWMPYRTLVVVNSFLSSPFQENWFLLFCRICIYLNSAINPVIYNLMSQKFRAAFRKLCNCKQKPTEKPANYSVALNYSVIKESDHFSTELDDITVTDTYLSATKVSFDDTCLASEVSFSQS
#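 Enhancer read-out: after compound pinning and an initial kinetic agonist-mode read, an EC20 of TRH (10 nM final) was injected and fluo-8 calcium signal (Ex 480/Em 530) followed at 1 s/cycle for 100 cycles in TRHR-expressing cells.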
# D2 potentiator – HTS Assay for Positive Allosteric Modulators of the Human D2 Dopamine Receptor: Primary Screen for Potentiators | D(2) dopamine receptor (Homo sapiens), P14416 | HEK293 T-REx D2, calcium flux, EC20 dopamine potentiation | potentiation, % at 10 µM | 340,000 compounds, 0.34% hits | AID 485347, 2010;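 active = potentiation over 3 SD above the plate norm, cut at about 30% in these data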; note: 0% is about no effect
#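 Tetracycline-induced Hek293 Trex D2 cells, force-coupled to calcium, loaded with no-wash calcium dye. Compound added with 180 s kinetic read for agonism, then EC20 dopamine and a further 180 s read for potentiation.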
# D2 antag – HTS Assay for Allosteric Antagonists of the Human D2 Dopamine Receptor: Primary Screen for Antagonists; D(2) dopamine receptor (Homo sapiens), P14416; HEK293 TREx D2 cells, calcium flux, dopamine EC80; inhibition, % at 10 µM; 340,000 compounds, 2% hits; AID 485344, 2010; in the data active = inhibition above about 30%; note: 0% is about no effect
#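 Calcium mobilization kinetics were recorded at 1 s intervals in tetracycline-induced HEK293 T-REx D2 cells, first for 180 s after compound addition and then 180 s after EC80 dopamine.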
# TRHR agonist – qHTS for Small Molecule Agonists and Allosteric Enhancers of Human TRH Receptor: Primary Screen for Agonists | Thyrotropin-releasing hormone receptor (Homo sapiens), P34981 | TRHR cells, calcium flux fluo-8, FDSS agonist mode | activation, % at 2 µM | 360,000 compounds, 0.18% hits; note: 0% is about no effect
#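 Read-out: compound-evoked intracellular calcium rise in TRHR cells, fluo-8 dye, kinetic FDSS fluorescence at 1 s/cycle following a 10-cycle baseline. Cells cultured overnight before dye loading (30 min–1.5 h, RT).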
# * = called active by the depositor; x = no result given; & = joins results of further samples; ! = not confirmed by another sample. Cut-off read from the data, not from the text of the source, unless noted: active = activation above about 30%; inactive = the rest.
# The line under a structure holds: D1 agonist, D2 agonist, RXFP1 antagonist, D1 PAM, D1 antagonist, TRHR PAM, D2 potentiator, D2 antag, TRHR agonist
CC(C)=CCCC1=CCC(/C(C)=N/NC(N)=O)CC1 (stereo unspecified)
    15.9, -0.9, -0.5, -1.0, 3.3, 1.4, 14.7, -12.4, -0.9
CCOc1ccc(-c2cc(C(=O)N3CCN(c4cccc(C(F)(F)F)c4)CC3)c3ccccc3n2)cc1
    -0.3, -0.9, -12.7, -4.0, -22.9, -15.6, x, x, 1.4
Cc1cc(Cl)cc(Cl)c1OCCOc1cccc2cccnc12
    8.7, 1.1, -9.5, -0.8, 5.3, -22.9, -7.2, -5.7, 1.5
COc1cc(-c2nnc(NC(=O)c3ccco3)o2)cc(OC)c1OC
    2.4, -0.3, 1.8, 0.1, 17.1, 4.0, -8.5, -11.2, 0.3
O=C(Nc1cccnc1)c1ccc2c(c1)C(=O)N(Cc1cccnc1)C2=O
    2.5, -0.3, 8.1, -5.2, -11.6, 3.3, 3.7, -13.6, -0.6
CCOC(=O)c1ccc(N=c2sc(C(=O)OC)cc(=O)n2CCCN2CCOCC2)cc1
    3.5&0.6, -0.1&-0.3, -16.9&-20.5, -8.7, -40.5*!, 0.1&5.8, -5.0&-4.2, -23.6&-5.3, 0.3&-0.3
O=C(CSc1nnc(-c2ccc(Cl)s2)o1)N1CCc2ccccc21
    -0.8, 0.5, x, -4.3, -20.8, 1.2, 8.6, 14.5, 0.2
CCOC(=O)c1cnn(Cc2ccccc2)c1N
    4.4, -0.4, -5.1, -3.7, -0.3, 2.3, -0.7, 1.2, -0.7
COC(=O)[C@H](Cc1ccccc1)NC(=O)C1(OC(C)=O)CC(OC(C)=O)C(OC(C)=O)C(OC(C)=O)C1 (stereo partly specified)
    1.1, -0.3, 2.6, -13.1, -2.3, -0.3, -5.5, -10.1, 0.5
O=C(CSc1nc(O)cc(=O)[nH]1)N1c2ccccc2Sc2ccccc21
    1.6, 0.6, 3.0, -8.2, -5.9, -0.8, 9.8, -1.5, -0.3
COc1cc(/C=C/c2ccc3cccc(OC)c3n2)c(OC(C)=O)c([N+](=O)[O-])c1
    4.2, -1.2, -0.4, -8.1, -32.4*, -2.5, -4.3, 21.1, 0.0
CCOC(=O)/C(C#N)=C/c1cc(C)n(-c2ccccc2)c1C
    6.3, -0.3, x, -13.9, -3.2, -6.2, 6.9, 2.7, 1.5
Cc1nc2ccc(C(=O)OCC(=O)N(C)c3ccccc3)cc2nc1C
    2.6, 0.3, 10.0, 1.8, -7.4, 1.6, 1.2, -16.7, -0.4
COC(=O)C1=C(C)N(Cc2ccccc2)C(=NCC2CC2)N[C@H]1c1ccccc1
    1.0&26.6, x, x, 1.9&-2.9, -7.1&12.9, 17.7&-3.9, x, x, -0.6&2.4
COC(=O)c1ccc(NC(=O)CCN2CCOCC2)cc1
    2.7, -0.9, 1.9, -5.2, 8.8, 1.8, -0.6, 4.4, 0.7
O=C(CNC(=O)c1cccs1)NCC(=O)OCc1cccc(Cl)c1
    0.7, -0.1, -18.0, -8.9, 10.7, -8.3, -4.5, -2.9, -1.6
CCC(=O)N1CCCc2cc(S(=O)(=O)N3CCC(N4CCCCC4)CC3)ccc21
    0.5, x, 0.4, 3.8, 16.2, 1.6, x, x, -0.1
O=C(Nc1ccc(Oc2ccccc2)cc1)N[C@@H](Cc1ccccc1)C(=O)O
    -0.4, 0.0, 20.5, 6.5, 9.2, 1.5, 7.5, -0.2, 0.2
Cc1ccc(-n2c3c(cc(C(=O)Nc4ccccc4C(N)=O)c2=O)C(=O)CC(C)(C)C3)cc1
    0.4, x, x, 0.6, 4.6, -3.7, -3.2, x, 1.0
CCOC(=O)N1CCN(c2nc3c(C)cccn3c(=O)c2C=O)CC1
    1.8, -1.3, -4.7, 6.3, 13.0, 13.4, 18.3, 2.8, -0.3
CC1CCN(S(=O)(=O)c2ccc3c(c2)n(C)c(=O)n3C)CC1
    4.0, -0.5, 5.0, -2.6, 4.1, -3.8, -7.7, -4.0, 0.3
COc1ccc(-c2csc(N3CCN(Cc4ccc5c(c4)OCO5)CC3)n2)cc1
    0.5, 0.9, -8.6, -5.0, 10.8, 9.8, 7.4, -11.9, 0.1
O=C(Nc1ccccc1OC(F)F)c1ccc(S(=O)(=O)N2CCOCC2)cc1
    3.2, -1.1, -5.1, -5.8, -10.1, -1.1, 3.7, -12.8, 0.6
Cc1nc(-c2ccc(F)cc2)c(CC(=O)N(C)CC(=O)Nc2ccc(Br)cc2C)s1
    4.9, 0.7, 6.8, -6.6, 3.0, -4.5, -25.1, 58.5*, 1.1
COc1ccc(C(CC(=O)N2CCCC(C)C2)c2c(OC)cc(OC)c3ccc(=O)oc23)cc1 (stereo unspecified)
    0.4, -2.3, x, -1.2, -0.5, -0.6, 15.0, -12.8, -1.3
CN1CCN(C(=O)CN(Cc2ccc(Cl)cc2)S(C)(=O)=O)CC1
    0.5, -1.2, -11.1, 3.2, -4.2, 2.2, 13.1, -4.7, -1.9
CN(C)S(=O)(=O)c1ccc(=S)[nH]c1
    6.6, 1.5, -2.9, -6.3, -13.0, -10.2, 1.6, 3.1, 2.4
NS(=O)(=O)c1ccc(CCNC(=O)C(=O)c2c[nH]c3ccccc23)cc1
    0.6, x, -1.7, -1.1, -17.7, 1.2, x, x, -0.3
COc1ccc(OC)c(N(CC(=O)NCCSCc2ccco2)S(=O)(=O)c2ccccc2)c1
    7.7, -0.6, 14.8, -4.7, 4.9, -4.8, 2.7, -5.8, 0.3
COc1ccccc1NC(=O)CSC(N)=O
    0.7, 0.1, -6.0, -0.3, 13.4, -1.6, 12.5, -2.8, 0.7

# 2 of the compounds above, in CSV form:
Molecule,D1 agonist,D2 agonist,RXFP1 antagonist,D1 PAM,D1 antagonist,TRHR PAM,D2 potentiator,D2 antag,TRHR agonist
COc1ccc(OC)c(N(CC(=O)NCCSCc2ccco2)S(=O)(=O)c2ccccc2)c1,7.7,-0.6,14.8,-4.7,4.9,-4.8,2.7,-5.8,0.3
COc1ccccc1NC(=O)CSC(N)=O,0.7,0.1,-6.0,-0.3,13.4,-1.6,12.5,-2.8,0.7

# The results go on.
# The line under a structure holds: D1 agonist, D2 agonist, RXFP1 antagonist, D1 PAM, D1 antagonist, TRHR PAM, D2 potentiator, D2 antag, TRHR agonist
Cc1ccc(/C(O)=C2\C(=O)C(=O)N(C)C2c2ccc(F)cc2)cc1 (stereo unspecified)
    2.2, 0.6, 4.1, 0.3, -4.5, -1.0, -4.5, 27.2, -0.6
O=C(CN1CCN(Cc2ccc(F)cc2)C1=O)NCc1ccccc1
    -0.1, -1.1, x, 0.8, -14.8, 3.4, 6.7, x, -0.2
NC(=O)c1ccccc1NCC(=O)c1ccc(Cl)cc1
    1.4, 0.9, -12.6, -1.8, 3.2, -2.5, 5.7, -3.7, -0.3
O=C(CSc1nnc(NC(=O)c2ccco2)s1)NC1CCCC1
    2.4, -0.2, -0.6, -1.2, 5.1, -1.6, 5.8, -16.2, 0.0
COc1ccc(OC)c(CNC(=O)C2CCN(c3nc4ccccc4nc3C(F)(F)F)CC2)c1
    1.3, -0.8, x, -4.0, -8.9, 0.8, 1.7, x, 0.1
COc1ccc(-n2ncc3c(=O)n(CC(C)=O)cnc32)cc1
    2.4, 0.0, -0.2, -3.7, -33.7*, -2.6, -5.4, -12.0, 0.2
Cc1ccn(CC(=O)O)c(=O)c1
    0.8, 0.7, -7.1, 1.4, -1.5, 7.2, 3.2, -6.3, 1.3
O=C(Nc1cc(S(=O)(=O)N2CCOCC2)ccc1N1CCOCC1)C1CCCO1 (stereo unspecified)
    2.5, 0.0, 0.0, -8.3, 0.2, -3.7, 15.2, -0.5, 0.1
CC(C)(C)OC(=O)N1CCC(c2cc(-c3cccs3)n[nH]2)CC1
    10.4, 0.0, 11.7, 2.2, 7.8, -5.2, 0.5, -3.1, 2.6
CC(=O)c1cc2c(O)c(O)ccc2o1
    4.5, 1.2, 2.2, -0.2, 11.9, -9.7, -6.8, 1.9, 0.1
O=C(Cc1ccccc1)NCC(=O)N1CCCCCC1
    7.3, -0.4, 15.0, -1.6, -5.3, 12.7, -2.9, 7.7, -0.1
CCCCNC(=O)C1CCN(c2nc(OC)nc(OC)n2)CC1
    1.3, x, 13.2, 4.0, -5.5, 0.9, 8.6, x, -0.5
CCN(CC)c1ccc(NC(=O)CCc2nnc3ccc(N4CCCC4)nn23)c(C)c1
    -1.0, 0.6, x, -3.5, -8.8, -2.5, 3.4, -2.2, -0.2
COCC(=O)N1CCCC(C(=O)c2ccc3c4c(cccc24)CC3)C1 (stereo unspecified)
    -0.5, -0.3, -2.9, -3.5, 11.3, 14.7, 12.8, 3.5, -1.0
O=C(CCCc1ccccc1)Nc1ccnn1C1CCN(Cc2ccc(CO)o2)CC1
    1.2, 1.0, 5.5, 7.0, -33.7*, -8.6, 3.4, -2.2, 1.2
Fc1ccccc1-c1nc(NCc2ccco2)c2ccccc2n1
    3.3, 0.3, -19.6, -5.3, -9.0, -0.6, -5.4, 19.5, 1.8
Cc1[nH]c(=O)[nH]c(=O)c1S(=O)(=O)N(CC(C)C)CC(C)C
    2.0, -0.6, -2.4, -5.0, 6.7, -4.6, -3.9, -2.8, -0.3
O=c1c2cn[nH]c2[nH]c(=S)n1-c1ccccc1F
    0.6, -3.1, 12.3, -0.9, 14.4, 11.5, 13.6, -8.6, -0.3
O=C(O)CNc1nc(Cl)ccc1[N+](=O)[O-]
    4.1, x, -2.1, -6.5, 0.6, -2.6, -2.3, x, 0.2
Cc1cccc(C(=O)NC(=S)NNC(=O)COc2ccc(Cl)cc2)c1
    4.0, -1.5, -3.9, 5.5, 2.9, -3.8, 3.5, 6.1, -1.1
CNc1nnc(-c2ccc(C)cc2)c2ccccc12
    2.3, 0.1, 12.1, 4.0, -3.5, -5.5, -2.2, -0.6, -2.5
CCOC(=O)C1CCN(C(=O)c2ccc(Cl)c(NC3=NC4CS(=O)(=O)CC4S3)c2)CC1 (stereo unspecified)
    -2.6, 0.1, 2.3, -4.1, -4.5, 1.7, 2.7, -13.3, 0.2
Cc1ccccc1CNC(=O)c1ccc(Cn2c(SCc3cccc(F)c3)nc3cccnc32)cc1
    4.8, -1.3, 6.5, -3.4, 2.3, -3.9, x, x, -0.1
COc1cc(NC(C)=O)ccc1NC(=O)c1cc2ccccc2o1
    1.0, 0.9, -5.8, 2.6, 2.7, 6.6, 3.7, -18.0, -0.1

# Screening results deposited in PubChem by National Center for Advancing Translational Sciences (NCATS).
